Bioassay records (PubChem)
RPL19A-GFP yeast = modulators of TOR pathway RPL19A-GFP in S. cerevisiae; S. cerevisiae RPL19A-GFP strain, flow cytometry, 3 h; active compounds read low; percent response vs DMSO, % at 10 µM; actives 0.3% (n = 330,000);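 active means percent response vs DMSO below 50%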;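 further: median channel GFP fluorescence of the barcoded RPL19A-GFP strain; ratio of sample median GFP to plate DMSO average so 100% = DMSO; lower means less RPL19A-GFP as with rapamycin TOR inhibition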
procasp7 counter = counter-screen for procaspase-3 activators: activators of human procaspase-7; activation, % at 8.5 µM; AID 463210; P55210; actives 0.093% (n = 330,000); recombinant procaspase-7, Ac-DEVD-pNA absorbance 405 nm; D23A/D198A/D206A triple mutant, cannot self-cleave; scale: DMSO 0, 5 µM enzyme 100;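 active means percent activation above the screen-wide mean plus 3 SD, cut at about 25% in these data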
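signal = Epi-absorbance of released pNA at 405 nm, two timepoints | assay system = Uncleavable procaspase-7 mutant enzyme | reagent = Ac-DEVD-pNA substrate, 400 µM as added | times = 1 h enzyme–compound preincubation and 2 h substrate reaction, both 25 °C | benchmarks = low DMSO alone, high DMSO plus 5 µM PC-7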
proCasp3 act = procaspase-3 (human) activation | activation, % at 8.5 µM | actives 0.11% (n = 330,000) | P42574 | recombinant procaspase-3 D3A, Ac-DEVD-pNA absorbance 405 nm | AID 463141;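 active means activation above the mean of all tested compounds plus 3 SD, cut at about 21% in these data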;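 further: 0% = DMSO alone and 100% = DMSO wells spiked with extra 5 µM PC-3 D3A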
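assay system = Procaspase-3 D3A mutant | signal = absorbance at 405 nm, 0 and 120 min | times = 1 h preincubation plus 2 h reaction at 25 °C | repeats = single replicate | read-out = % activation between DMSO and enzyme-spiked controls | medium = Zinc-free HEPES saline buffer with Triton X-100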
AGP1-GFP MLPCN = modulators of TOR pathway AGP1-GFP in S. cerevisiae; S. cerevisiae AGP1-GFP multiplex flow cytometry, 3 h; GFP as percent of DMSO wells; GFP response vs DMSO, % at 10 µM; actives 0.02% (n = 320,000);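 active means GFP response relative to DMSO above a set limit, near screen average plus 3 SD, cut at about 150% in these data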;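 further: median GFP channel fluorescence of the gated AGP1 strain per well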
CIT2 TOR yeast = yeast TOR pathway CIT2-GFP modulation. S. cerevisiae CIT2-GFP strain, flow cytometry, 3 h; 100 means same as DMSO wells. GFP response vs DMSO, % at 10 µM. actives 0.065% (n = 320,000). AID 2029;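 active means GFP response relative to DMSO above a set limit, near the screen mean plus 3 SD, cut at about 150% in these data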;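 further: ratio of well median GFP fluorescence to mean of DMSO wells on the plate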
AHR activator = activates the human aryl hydrocarbon receptor; P35869; AHR-responsive luciferase reporter cells, luminescence; activation, % at 5 µM; actives 2.5% (n = 320,000); AID 2796; in the data active means activation above about 47%;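 further: 0% = vehicle wells and 100% = reference agonist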
Target sequence (P35869 whole entry, looked up): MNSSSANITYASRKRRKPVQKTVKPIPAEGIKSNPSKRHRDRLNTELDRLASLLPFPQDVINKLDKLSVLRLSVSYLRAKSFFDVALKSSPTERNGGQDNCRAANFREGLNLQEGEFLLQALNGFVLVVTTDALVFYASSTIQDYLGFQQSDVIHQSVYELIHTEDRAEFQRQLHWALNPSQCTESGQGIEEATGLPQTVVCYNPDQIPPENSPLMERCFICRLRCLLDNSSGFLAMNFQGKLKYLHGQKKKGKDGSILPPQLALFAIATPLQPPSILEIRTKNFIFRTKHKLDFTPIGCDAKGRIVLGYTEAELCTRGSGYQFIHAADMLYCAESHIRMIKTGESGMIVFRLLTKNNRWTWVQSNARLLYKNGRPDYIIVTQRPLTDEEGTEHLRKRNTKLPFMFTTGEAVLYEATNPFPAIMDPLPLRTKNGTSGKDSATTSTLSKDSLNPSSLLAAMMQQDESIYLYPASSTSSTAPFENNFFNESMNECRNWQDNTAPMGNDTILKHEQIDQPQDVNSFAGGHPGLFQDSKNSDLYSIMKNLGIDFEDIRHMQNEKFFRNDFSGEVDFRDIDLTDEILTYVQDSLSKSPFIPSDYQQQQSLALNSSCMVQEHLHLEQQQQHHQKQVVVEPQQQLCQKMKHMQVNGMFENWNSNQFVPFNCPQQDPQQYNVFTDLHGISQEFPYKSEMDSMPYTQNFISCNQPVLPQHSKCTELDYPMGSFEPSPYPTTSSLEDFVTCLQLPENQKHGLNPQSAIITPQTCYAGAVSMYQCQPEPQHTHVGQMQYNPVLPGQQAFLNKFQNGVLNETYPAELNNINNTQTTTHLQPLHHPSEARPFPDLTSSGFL
MEP2 TOR yeast = alters MEP2-GFP fluorescence in TOR pathway yeast screen; S. cerevisiae MEP2-GFP strain, flow cytometry GFP, 3 h; 100% = DMSO control level; AID 2016; GFP response vs DMSO, % at 10 µM; actives 0.51% (n = 330,000);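 active means GFP response versus DMSO above a set limit, roughly screen mean plus 3 SD, cut at about 180% in these data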;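 further: median GFP fluorescence of the barcode-gated MEP2-GFP cells per well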
LAP4 TOR yeast = yeast TOR pathway LAP4-GFP modulation; S. cerevisiae LAP4-GFP multiplex, flow cytometry GFP, 3 h; median GFP as percent of DMSO wells; GFP response vs DMSO, % at 10 µM; actives 0.34% (n = 320,000); AID 2023;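 active means GFP response vs DMSO above a set limit, about the screen mean plus 3 SD, cut at about 150% in these data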
Starred values were filed as active, the others as inactive; . = not tested or not shown.

SMILES	RPL19A-GFP yeast	procasp7 counter	proCasp3 act	AGP1-GFP MLPCN	CIT2 TOR yeast	AHR activator	MEP2 TOR yeast	LAP4 TOR yeast
Cc1c(Cl)cccc1NC(=O)c1cc(C2CC2)on1	92	5	7	92	82	-2	93	92
O=[N+]([O-])c1ccc(OCCCCN2CCCCC2)cc1	104	2	5	108	105	-1	88	95
CCN1CCN(C(c2ccccc2)c2nnnn2CCc2ccc(OC)c(OC)c2)CC1 (configuration not stated)	101	-1	-3	97	93	0	94	.
CCOC(=O)C1CCN(C(=O)c2ccccc2NS(=O)(=O)c2cc(C)ccc2C)CC1	99	-12	0	95	97	0	96	90
COC(=O)Cn1cnc2c(cnn2-c2ccc(C)cc2)c1=O	99	0	5	75	74	8	99	88
COc1cccc(C(=O)Nc2ccc(Oc3cccc(C(F)(F)F)c3)nc2)c1	97	8	-10	101	98	-7	89	107
CNC(=O)CN(c1ccc(Oc2ccccc2)cc1)S(=O)(=O)c1ccc(C)cc1	106	9	2	110	101	-2	92	100
COc1ccc(OC)c(NC(=O)CSc2nnc(Cn3nnc4ccccc43)n2C)c1	95	7	-5	98	100	2	95	98
Cc1occc1C(=O)NCc1nc(-c2ccc(Cl)cc2)no1	109	-3	2	98	94	0	105	95
COc1cccc(OC)c1OCCCCc1c(C)n[nH]c1C	100	8	2	101	100	2	99	98
CN1CCN(C(CNS(=O)(=O)c2ccc(Br)cc2)c2ccc3c(c2)OCO3)CC1 (configuration not stated)	91	3	-3	111	85	-1	93	105
CN(C(=O)COC(=O)C12CC3CC(CC(C3)C1)C2)c1c(N)n(Cc2ccccc2)c(=O)[nH]c1=O	97	0	3	98	93	0	93	100
Cn1c(C(=O)NCCC2=CCCCC2)cc2c(=O)n3ccccc3nc21	95	2	8	103	99	-4	109	109
N=c1sccn1CC(=O)Nc1ccc(Cl)c(S(=O)(=O)N2CCOCC2)c1	101	5	2	102	104	2	120	105
COc1ccccc1OCCSc1nc2ccccc2n1CCC(=O)O	99	-8	-2	98	99	1	105	99
CC(C)C[C@H](NC(=O)c1nc[nH]c1C(=O)N1CCc2ccccc2C1)C(=O)OC(C)(C)C	105	-1	3	88	103	1	95	125
CCOc1ccc(S(=O)(=O)NC(C)C)cc1C(N)=O	99	3	12	109	101	-1	102	107
CN(Cc1ccncn1)C(=O)C1CCC(=O)N(Cc2cccc(C(F)(F)F)c2)C1 (configuration not stated)	107	1	-5	100	102	3	103	97
Cc1ccccc1NS(=O)(=O)c1ccc(C(=O)N2CCN(S(=O)(=O)c3ccccc3)CC2)cc1	99	12	12	110	95	1	102	107
COCCC(=O)N1CCC(Oc2ccc(C(=O)N3C[C@@H]4CCC[C@H]3C4)cc2)CC1	99	-10	-7	96	100	2	114	103
Cc1c(NC(=O)c2cc(-c3ccc(Br)cc3)on2)c(=O)n(-c2ccccc2)n1C	100	5	5	101	103	-3	91	99
O=C(Nc1ccc2oc(=O)ccc2c1)c1ccc(-c2cccc(Cl)c2)o1	97	-3	8	101	89	5	100	115
CCOc1ccc(Nc2nc(NCC3CCCO3)c3ccccc3n2)cc1 (configuration not stated)	96	-2	2	98	95	36	94	95
CCOc1ccc(C(=O)CSCC(=O)O)cc1	94	0	-1	97	86	0	104	107
CCOc1ccc(S(=O)(=O)N(CC)CC)cc1N	110	10	1	98	110	2	108	97

Complete entries, quoted from the list.
Entry for `N=c1sccn1CC(=O)Nc1ccc(Cl)c(S(=O)(=O)N2CCOCC2)c1` → RPL19A-GFP yeast = 101; procasp7 counter = 5; proCasp3 act = 2; AGP1-GFP MLPCN = 102; CIT2 TOR yeast = 104; AHR activator = 2; MEP2 TOR yeast = 120; LAP4 TOR yeast = 105
Entry for `COC(=O)Cn1cnc2c(cnn2-c2ccc(C)cc2)c1=O` → RPL19A-GFP yeast = 99; procasp7 counter = 0; proCasp3 act = 5; AGP1-GFP MLPCN = 75; CIT2 TOR yeast = 74; AHR activator = 8; MEP2 TOR yeast = 99; LAP4 TOR yeast = 88

Carrying on.
SMILES	RPL19A-GFP yeast	procasp7 counter	proCasp3 act	AGP1-GFP MLPCN	CIT2 TOR yeast	AHR activator	MEP2 TOR yeast	LAP4 TOR yeast
O=C(O)c1ccc(OCc2occc2C(=O)O)cc1	102	5	0	107	100	1	108	108
Cc1cccc(C)c1NC(=S)/N=C/N(C)C	103	8	-3	106	108	0	103	107
COc1ccc(-c2cc(C(F)(F)F)n3nc(C(=O)O)cc3n2)cc1OC	99	1	7	104	99	3	106	100
O=C(Nc1c2c(nn1-c1ccc(F)cc1)CS(=O)(=O)C2)C12CC3CC(CC(C3)C1)C2	101	-1	-5	99	92	6	101	96
CC1CCN(S(=O)(=O)c2ccc3c(c2)oc(=O)n3C)CC1	100	1	1	91	84	1	102	99
COc1ccc(OCC(=O)Nc2nc3c(s2)CCCC3)cc1	112	-15	-8	110	129	1	114	99
CC(C)(C)NC(=O)C12CCC(C)(c3nc4ccccc4nc31)C2(C)C (configuration not stated)	97	-6	-6	95	98	-1	104	101
O=C(C#Cc1ccccc1)c1ccco1	88	-36	-20	101	77	-2	128	153*
Cc1nnc(NC(=O)CSc2nnc(-c3ccccc3)n2C)s1	91	7	1	.	97	-1	95	96
Cc1cccc(N(C)C(=O)c2cnn(-c3ccccc3)c2C)c1	102	6	2	96	100	1	108	90
COC(=O)c1coc(-c2ccc(C)cc2)c1C(=O)OC	99	3	-1	99	98	-1	100	103
COc1ccccc1C/C(N)=N/OC(=O)COc1cc(C)cc(C)c1C	109	-5	-7	93	109	9	108	91
Cc1ccc(C(=O)NNC(=O)CCCN2C(=O)/C(=C/c3ccccc3Cl)SC2=S)cc1	100	-1	-1	101	104	-13	105	100
O=C(NCc1ccc(Cl)cc1)C1CCCN1C(=O)Nc1ccc(F)cc1 (configuration not stated)	98	3	3	101	100	1	107	109
O=c1c(Cc2ccc(F)cc2)c(O)ccn1CCCN1CCOCC1	99	0	2	105	104	1	126	89
COc1ccccc1/C=N/NC(=O)CNC(=O)c1ccccc1	95	4	4	97	97	6	97	107
Cc1cccc(-n2ncc3c(N4CCCc5ccccc54)ncnc32)c1	95	7	4	93	91	20	103	107
COc1ccccc1NC(=O)c1ccc(N2CC3CC(C2)c2cccc(=O)n2C3)c(NC(=O)c2ccncc2)c1 (configuration not stated)	92	-5	2	91	96	8	93	89
O=C(CCCN1C(=O)c2cccc3cccc(c23)C1=O)NCc1cccnc1	94	5	1	100	102	-5	100	105
O=C(COC(=O)CCC(=O)c1cccs1)NC1CCCCC1	99	7	3	102	95	0	101	108
COc1ccc2c(C)c(CCC(=O)NC3CC3)c(=O)oc2c1C	103	-14	0	98	99	0	102	104
O=C(Cc1ccc(Cl)cc1)Nc1ccc2c(c1)C(=O)NC2=O	97	-2	2	92	99	-5	103	96
O=C(Nc1cccc(C(F)(F)F)c1)/C(=C/c1ccco1)NC(=O)c1cccs1	100	7	-2	102	99	27	104	104
CC1(C)OC(=O)N(c2cccnc2)C1(C)O (configuration not stated)	90	12	4	94	94	0	96	93
CCCOC(=O)c1ccc(Nc2cc(C)nc3ncnn23)cc1	98	-3	-4	96	108	4	102	93

The results go on.
SMILES	RPL19A-GFP yeast	procasp7 counter	proCasp3 act	AGP1-GFP MLPCN	CIT2 TOR yeast	AHR activator	MEP2 TOR yeast	LAP4 TOR yeast
N#CC1CCCc2c1[nH]c1ccc([N+](=O)[O-])cc21 (configuration not stated)	92	4	-5	110	99	-8	93	112
CC(C)c1ccc(N(C(=O)c2csnn2)C(C(=O)NC2CCCC2)c2cccnc2)cc1 (configuration not stated)	101	-10	4	103	107	0	103	114
Cc1[nH]c(=O)c(C(=O)/C=C/c2ccccc2)c2c1CCCC2	.	-3	4	107	108	-7	105	101
Cn1c(NC(=O)C(C)(C)Oc2ccc(Cl)cc2)cc(=O)n(C)c1=O	106	6	7	114	103	-4	112	106
COC(=O)c1sccc1NC(=S)Nc1cc(C)ccc1OC	99	8	-3	103	96	1	111	111
COC(=O)c1sc2ncn(CC(=O)N(C)C3CCCCC3)c(=O)c2c1C	110	-2	-5	102	99	-1	107	101
CCC1=NN2C(=N)/C(=C\c3ccc(SCc4ccco4)o3)C(=O)N=C2S1	97	-9	-5	90	92	24	102	103
COc1ccc(CNC(=O)COC(=O)C2CC2C)cc1OC (configuration not stated)	95	10	1	103	92	2	96	121
COc1c(-c2ccc([N+](=O)[O-])cc2[N+](=O)[O-])c(=O)n(C)c(=O)n1C	98	4	-9	106	108	6	106	96
CC(=O)Nc1ccc(/C=C/c2ccc3c([N+](=O)[O-])cccc3n2)cc1	93	-16	-9	92	88	17	100	94
CC(C)COn1c(=S)[nH]c2ccccc2c1=O	88	5	-2	108	111	8	127	133
Nc1nnc(CC(=O)N/N=C/c2ccc(-c3cccc(C(=O)O)c3)o2)s1	95	5	-8	93	109	4	114	100
COCc1cc(CN2CCN(C)CC2)c(O)c2ncccc12	101	-19	-16	107	103	-1	109	96
CCOCCCn1c(=S)[nH]c2cc(C(=O)N3CCN(C)CC3)ccc2c1=O	98	2	8	101	104	-1	104	99
O=C(NCCc1ccccc1)C1CCN(C(=O)c2ccc([N+](=O)[O-])cc2)CC1	108	-2	6	102	114	0	118	102

Just LAP4 TOR yeast (seven entries from above):
molecule	LAP4 TOR yeast
Cn1c(NC(=O)C(C)(C)Oc2ccc(Cl)cc2)cc(=O)n(C)c1=O	106
COC(=O)c1sccc1NC(=S)Nc1cc(C)ccc1OC	111
COC(=O)c1sc2ncn(CC(=O)N(C)C3CCCCC3)c(=O)c2c1C	101
CCC1=NN2C(=N)/C(=C\c3ccc(SCc4ccco4)o3)C(=O)N=C2S1	103
COc1ccc(CNC(=O)COC(=O)C2CC2C)cc1OC (configuration not stated)	121
COc1c(-c2ccc([N+](=O)[O-])cc2[N+](=O)[O-])c(=O)n(C)c(=O)n1C	96
CC(=O)Nc1ccc(/C=C/c2ccc3c([N+](=O)[O-])cccc3n2)cc1	94
